M17LAP inhibition – P. falciparum M17LAP inhibitors, primary screen, biochemical, fluorogenic H-Leu-NHMec substrate, 1536-well (AID 1619); Leucine aminopeptidase (Plasmodium falciparum (isolate 3D7)); recombinant M17LAP, H-Leu-NHMec fluorogenic kinetic assay; higher % means a stronger effect; one-dose inhibition, % at 30 µM; IC50 in µM for titrated hits; actives 0.38% (n = 220,000);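 active = compound inhibiting the enzyme by more than half at any dose during confirmatory dose-response retesting; inconclusive = strong single-dose inhibitors picked by rank but not retested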;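 also: plate controls were full reaction with DMSO carrier for no effect and no enzyme background for full effect; strong numbers were not always called active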
T cell modulator – modulators of CD8 T cell-vesicle binding, primary screen, mouse 2C CD8+ T cells, flow cytometry; 2C CD8+ T cell-vesicle binding; active compounds read low; calls only at 7 µM; actives 0.068% (n = 330,000); AID 2052, 2009;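 active = response, share of CD8 T cells binding vesicles, and their 90th percentile fluorescence all below set limits, cut at about 80% in these data, passing the limit was not always enough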
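Assay system: 2C TCR transgenic mouse naive CD8+ T cells, MACS-purified | Read-out: CD8+ gate FL2 mean fluorescence as % of same-row positive control | Signal: High-throughput flow cytometry with anti-B7-1 and anti-CD8 staining | Timing: Binding step 1.5 h, 37 °C, antibody labelling 20 min, ice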
b-catenin transl – modulators of beta-catenin nuclear translocation, primary screen, imaging, HeLa cells, immunofluorescence, high-content | nuclear translocation activity, % at 5 µM | actives 0.3% (n = 190,000);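 active = nuclear translocation activity above 50% at 5 µM, with a well cell count of 50 or more; inconclusive = wells under 50 cells across six images, flagged as toxic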;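 also: per-cell ratio of nuclear to cytoplasmic median beta-catenin stain intensity; plate controls were DMSO negative control for no effect and GSK-3 inhibitor IX positive control for full effect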
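assay system = human HeLa cells, endogenous beta-catenin | times = compound treatment 24 h, 37°C, 5% CO2 | detection = Anti-beta-catenin immunofluorescence on PFA-fixed, Triton-permeabilized cells, DAPI nuclei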
Yfh1-depleted yeast – enhancers of respiration in Yfh1-depleted yeast, dose response, Friedreich's ataxia, plus single-dose screen (AID 1465). actives 0.074% (n = 220,000). S. cerevisiae Yfh1-off respiration, WST-1 reduction, 72 h; higher fold induction means a stronger effect. fold induction at 50 µM; hits with a dose series show EC50 in µM;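 active = fold induction of absorbance versus untreated yeast above a set limit, then at least 30% activation at any dose in follow-up; inconclusive = repeats straddling the limit, or above it without dose testing; inactive = fold induction below the set limit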;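 also: activators that raise dye reduction in frataxin-depleted yeast; strong numbers were not always called active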
MT stabilize HCS – microtubule stabilizers in HeLa cells, primary screen, imaging, high-content imaging. HeLa tubulin immunostaining HCS, 24 h; share of cells brighter than vehicle mean+2SD. % tubulin-high responders, % at 10 µM. actives 0.83% (n = 200,000);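 active = plate Z-score above 3 for both tubulin-high and condensed-nucleus cell shares, with cell loss under 80%, at 10 µM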;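 also: anti alpha tubulin signal scored within the nucleus-defined area of each cell; some results filed as inactive read as strong as hits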
WT yeast gro inh – growth inhibition of WT strain, primary screen, mitochondrial fusion inhibitor project, WT and mutant strains, chemical genetic. mitochondrial fusion phenotypic screen. inhibition, % at 10 µM. actives 2.1% (n = 190,000). AID 1362, 2008; in the data active = inhibition above about 58%; tested in S. cerevisiae
Dynein transport – inhibitors of GR-EGFP nuclear translocation, primary screen, dynein cargo transport inhibitor project, imaging, high-content, 3617.4 mouse cells | z-score, hits read low | AID 1381, 2008 | test concentration mostly 20 µM; stimulated with dexamethasone, 1 µM; active compounds read low | actives 0.47% (n = 220,000);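 active = plate z-score of nuclear minus cytoplasmic receptor signal below a set negative limit, without overly bright fluorescence or cell loss, cut at about -3.5 in these data, passing the limit was not always enough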;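 also: z-score of nuclear minus cytoplasmic ring GR-EGFP intensity difference per well; some compounds called inactive have numbers as strong as hits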
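medium = tetracycline-free induction medium containing charcoal-stripped FBS | also added = 1.0 µM final dexamethasone stimulus | schedule = 48 h induction, 1 h compound, 30 min dex at 37 °C | technique = fixed, Hoechst-stained cells imaged at 10x for EGFP | measure = GR-EGFP nuclear translocation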
M1AAP inhibition – P. falciparum M1AAP inhibitors, biochemical, fluorogenic H-Leu-NHMec substrate, 1536-well (AID 1445); Aminopeptidase N (Plasmodium falciparum (isolate 3D7)); recombinant M1AAP, H-Leu-NHMec fluorogenic kinetic assay; higher % means a stronger effect; inhibition, % at 30 µM, or IC50 in µM where a hit was titrated; actives 0.42% (n = 220,000);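 active = primary inhibition above the hit cutoff, then over 50% inhibition at one or more dose response concentrations, cut at about 23% in these data, passing the limit was not always enough; inconclusive = conflicting primary data, or primary hits not chosen for dose response; inactive = low primary inhibition, or under 50% at every dose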;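 also: plate controls were DMSO full reaction for no effect and no enzyme background for full effect; strong numbers were not always called active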
Autophagy HCS – autophagy modulators in MEF cells, primary screen, imaging, high-content, MEF GFP-LC3. MEF GFP-LC3 puncta imaging; test concentration mostly 10 µM. AID 463193, 2010. actives 0.98% (n = 190,000). calls only at 10 µM (by protocol);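 active = percentage of spot-positive cells more than 3 SD above its plate mean, without a fluorescence outlier flag or 80% toxicity; inconclusive = no clear call, values can overlap the other calls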;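 also: spot-positive cell cutoff set from DMSO-treated cells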
WT yeast gro inh mutant strain – recorded beside WT yeast gro inh, whose call it bears; inhibition, %; mitochondrial fusion phenotypic screen, mutant strain inhibition
Dynein transport cytoplasmic EGFP – second read-out of Dynein transport, no call of its own (marks repeat the call); z-score; measured here: cytoplasmic GR-EGFP intensity; active compounds read high
Dynein transport nuclear GR-EGFP – further read-out of Dynein transport, marked with its call; z-score; measured here: nuclear GR-EGFP intensity;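 lower value marks the stronger effect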
Dynein transport cell count – also measured in Dynein transport; calls as there; z-score; measured here: cell count per field
b-catenin transl cell count 5 µM – recorded beside b-catenin transl, whose call it bears; cell count; measured here: cell count, cytotoxicity flag
T cell modulator vesicle-bound % – also measured in T cell modulator; calls as there; double positive events, %; measured here: CD8+ vesicle-bound cell fraction;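 binding gate set so that unloaded-vesicle control wells show 10% double positive cells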
MT stabilize HCS Hoechst-high % – further read-out of MT stabilize HCS, marked with its call; % Hoechst-high responders; measured here: nuclear condensation Hoechst responders;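 share of cells brighter than vehicle mean plus two SD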
MT stabilize HCS cytotoxicity % – further read-out of MT stabilize HCS, marked with its call; toxicity, %; measured here: cytotoxicity by cell density;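 0% = mean cell density of plate MIN control wells and 100% = no cells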
Autophagy HCS cell loss 18 h – further read-out of Autophagy HCS, marked with its call; toxicity, %; measured here: cell loss, nuclei count;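 cell loss after 18 h compound exposure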
The depositor's hits bear a star; i = inactive; ? = inconclusive; / = no result given.

SMILES | T cell modulator vesicle-bound % | Dynein transport | MT stabilize HCS cytotoxicity % | WT yeast gro inh mutant strain | Dynein transport nuclear GR-EGFP | Yfh1-depleted yeast | Autophagy HCS cell loss 18 h | Dynein transport cytoplasmic EGFP | WT yeast gro inh | T cell modulator | MT stabilize HCS | b-catenin transl | Dynein transport cell count | M17LAP inhibition | M1AAP inhibition | Autophagy HCS | b-catenin transl cell count 5 µM | MT stabilize HCS Hoechst-high %
COc1ccc(/C=C/C(=O)NCCOc2ccccc2OC)cc1 | 50 | -0.71 | 8.4 | -19 | -0.75 | i | -5 | -0.27 | 4 | i | 6.6 | -3.4 | 0.86 | 6% | 7% | i | 1001 | 2.3
C(=N\Nc1ccc2ccccc2n1)/c1ccc2c(c1)OCO2 | 6 | -0.35 | 5.4 | 11 | -0.23 | i | 5 | -0.28 | 36 | i | 3.2 | 2.7 | 0.37 | 3% | 8% | i | 1001 | 2.0
COc1ccccc1OCCn1cc(/C=C(\C#N)C(=O)NCc2cccs2)c2ccccc21 | 54 | -0.67 | 9.2 | -20 | -0.035 | i | 9 | 0.17 | -9 | i | 2.8 | -2.8 | -0.46 | -3% | -2% | i | 861 | 1.7
FC(F)(F)c1nnc(-c2ccccc2)nc1N1CCCC1 | 58 | 0.077 | 4.8 | -13 | -0.11 | i | 4 | -0.29 | -5 | i | 2.5 | -4.4 | -0.42 | 3% | 6% | i | 1031 | 1.4
O=C(COC(=O)c1cc(-c2cccs2)nn1-c1ccccc1)Nc1cccc([N+](=O)[O-])c1 | 54 | 0.52 | 9.4 | 7 | 0.39 | i | 3 | -0.23 | 10 | i | 2.1 | 0.7 | 0.21 | -2% | 3% | i | 939 | 2.3
C=CCN(c1ccccc1)S(=O)(=O)c1ccc(Cl)c(C(=O)OCC(=O)NCCCN2CCCC2=O)c1 | 47 | 1.3 | 6.3 | 4 | 1.2 | i | 3 | -0.3 | -21 | i | 4.8 | -4.0 | -1.4 | -2% | -1% | i | 1070 | 4.2
CCOc1ncccc1C(=O)OCC(=O)N1CCN(S(=O)(=O)c2ccc(Cl)cc2)CC1 | 44 | 1.2 | 10 | -2 | 1.2 | i | -7 | -0.3 | 2 | i | 2.6 | / | -0.027 | -2% | 0% | i | / | 3.7
Cc1ccc(Cl)cc1NC(=O)c1ccc(Cn2cc(Cl)cn2)cc1 | 38 | -0.17 | 1.2 | 1 | 0.93 | i | 12 | -0.21 | 19 | i | 3.7 | 0.8 | -0.25 | 4% | 4% | i | 972 | 3.2
CCc1ccc(OCC(O)CN2CCC(CN3C(=O)c4cccc5cccc(c45)C3=O)CC2)cc1 (stereo unspecified) | 32 | -0.46 | 8.0 | 84 | -0.026 | i | 13 | -0.0083 | 81 | i | 4.7 | / | 0.79 | 5% | 2% | i | / | 1.5
O=C(C1=C[C@@H](c2csc3ccccc23)C[C@@H](OCc2ccc(CO)cc2)O1)N1CCN(Cc2ccc3c(c2)OCO3)CC1 | / | -0.78 | 30* | -5 | -0.13 | / | 18 | -0.31 | -6 | / | 22* | 49 | 0.59 | 1% | 7% | i | 481 | 15*
CN(C)S(=O)(=O)c1ccc(C(=O)Nc2ccccc2F)cc1 | 15 | -0.72 | 8.6 | -40 | -0.0075 | i | -7 | 0.12 | -8 | i | 1.3 | 1.8 | 0.56 | -3% | -3% | i | 1242 | 1.5
CC1(C)Cc2c(sc3nc(SCC(=O)O)[nH]c(=O)c23)CO1 | 63 | -0.008 | 2.5 | -5 | 0.29 | i | 8 | -0.2 | -6 | i | 4.2 | -6.1 | 0.069 | 13% | 2% | i | 991 | 3.2
COc1ccccc1Nc1ncc(C(C)=O)c(C)n1 | 22 | -0.54 | 3.8 | 11 | -0.27 | i | 1 | -0.2 | 6 | i | 1.5 | -1.9 | 0.36 | -11% | -1% | i | 1169 | 0.6
c1cnc(NC2C3CC4CC(C3)CC2C4)nc1 (stereo unspecified) | 20 | 2.3 | 14 | 12 | 1.3 | i | 7 | -0.18 | 9 | i | 2.3 | -3.0 | 0.069 | -7% | 7% | i | 1045 | 2.4
Cc1ccc(NC(=O)c2ccc([N+](=O)[O-])o2)cc1S(=O)(=O)N1CCOCC1 | 8 | -1.8 | 27 | -15 | -0.96 | i | 12 | 0.27 | 1 | i | 18 | 11 | 0.046 | 9% | 9% | i | 848 | 5.7

Entries of single compounds as entered above. Screens in order: T cell modulator vesicle-bound %	Dynein transport	MT stabilize HCS cytotoxicity %	WT yeast gro inh mutant strain	Dynein transport nuclear GR-EGFP	Yfh1-depleted yeast	Autophagy HCS cell loss 18 h	Dynein transport cytoplasmic EGFP	WT yeast gro inh	T cell modulator	MT stabilize HCS	b-catenin transl	Dynein transport cell count	M17LAP inhibition	M1AAP inhibition	Autophagy HCS	b-catenin transl cell count 5 µM	MT stabilize HCS Hoechst-high %
`FC(F)(F)c1nnc(-c2ccccc2)nc1N1CCCC1` is listed with 58	0.077	4.8	-13	-0.11	i	4	-0.29	-5	i	2.5	-4.4	-0.42	3%	6%	i	1031	1.4
`c1cnc(NC2C3CC4CC(C3)CC2C4)nc1` (stereo unspecified) is listed with 20	2.3	14	12	1.3	i	7	-0.18	9	i	2.3	-3.0	0.069	-7%	7%	i	1045	2.4
`Cc1ccc(NC(=O)c2ccc([N+](=O)[O-])o2)cc1S(=O)(=O)N1CCOCC1` is listed with 8	-1.8	27	-15	-0.96	i	12	0.27	1	i	18	11	0.046	9%	9%	i	848	5.7

(list continues)
SMILES | T cell modulator vesicle-bound % | Dynein transport | MT stabilize HCS cytotoxicity % | WT yeast gro inh mutant strain | Dynein transport nuclear GR-EGFP | Yfh1-depleted yeast | Autophagy HCS cell loss 18 h | Dynein transport cytoplasmic EGFP | WT yeast gro inh | T cell modulator | MT stabilize HCS | b-catenin transl | Dynein transport cell count | M17LAP inhibition | M1AAP inhibition | Autophagy HCS | b-catenin transl cell count 5 µM | MT stabilize HCS Hoechst-high %
COCCOC(=O)C1=C(C)N=C2SCCC(=O)N2C1/C=C/c1ccccc1 (stereo unspecified) | 54 | -0.42 | 2.0 | 9 | -0.11 | i | 2 | -0.18 | 19 | i | 1.6 | -1.4 | 0.79 | 3% | 8% | i | 1130 | 1.1
CCC(C)NS(=O)(=O)c1ccc(OCC(=O)N2CCCCC2)cc1 (stereo unspecified) | 26 | -0.44 | 10 | / | -0.26 | i | 1 | -0.25 | / | i | 2.0 | -1.0 | 0.77 | 4% | 5% | i | 1014 | 2.2
N=c1c2c(-c3ccccc3)c(-c3ccccc3)n(Cc3ccco3)c2ncn1CCO | 52 | 0.69 | 4.0 | -9 | 0.47 | ? | 0 | 0.8 | -13 | i | 3.2 | -3.7 | -4.9 | 10% | 2% | i | 1222 | 2.7
Cc1cccc(OCC(=O)N2CCC(c3ccccc3)C2)c1 (stereo unspecified) | 34 | -1.3 | 8.3 | -11 | -0.6 | i | 1 | -0.24 | -1 | i | 2.0 | / | -0.41 | 2% | 2% | i | / | 2.3
CN(C)CCCN(C(=O)c1cc2ccccc2oc1=O)c1nc2c(F)cccc2s1 | 33 | -0.086 | 5.9 | -3 | -0.1 | i | 9 | -0.26 | -5 | i | 3.3 | 0.0 | 0.14 | 13% | 5% | i | 1087 | 3.3
CCNc1nc(NCC)n2c(SCC(=O)N(CC)C3CCCCC3)nnc2n1 | 4 | 0.065 | 9.5 | -11 | -0.094 | i | 7 | -0.28 | -16 | i | 3.8 | -2.0 | -0.65 | 16% | 7% | i | 556 | 1.3
CCc1c(O)cc2n(c1=O)-c1ccccc1C2(C)C | 6 | 0.73 | 2.6 | -5 | 0.19 | i | -5 | -0.19 | -7 | i | 3.2 | / | -0.12 | -3% | 6% | i | / | 3.0
Nc1ccc(NC(=O)c2ccccc2)c2c1C(=O)c1ccccc1C2=O | 13 | -0.44 | 1.0 | -9 | -0.38 | i | 17 | -0.11 | -11 | i | 4.3 | / | 0.3 | 6% | 5% | i | / | 3.2
COCCCNC(=O)CCC(=O)Nc1ccc2nc(N3CCOCC3)cc(C)c2c1 | 40 | -1.1 | 3.6 | 6 | -0.51 | i | 10 | -0.34 | 15 | i | 4.0 | 0.9 | 0.51 | -65% | 2% | i | 1293 | 2.2
COc1cc(C)nc(N(Cc2ccccc2)S(=O)(=O)c2ccc(C)cc2)n1 | 17 | 0.33 | / | / | 0.057 | i | / | -0.87 | / | i | / | 1.4 | -0.27 | -6% | -6% | / | 1324 | /
CCN1C(=C(C#N)C#N)C=Cc2ccccc21 | 7 | 0.63 | 2.2 | 12 | 0.35 | i | -8 | -0.18 | 0 | i | 6.4 | 1.0 | -0.035 | 3% | 12% | i | 1047 | 2.6

Compound activity (PubChem BioAssay)
